# Bioassay records (PubChem)
# LDHA inh: blocks human lactate dehydrogenase A | P00338 | purified LDHA, NADH/diaphorase-resazurin fluorescence; active compounds read low | activity change, % (values are at about 110 or 230 µM) | 480,000 tested, 0.15% active | AID 1347041; in the data active = activity change below about -30%; inconclusive = mostly about -25% to -30%;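 also: plate controls were DMSO wells for no effect and wells without enzyme for full effect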
#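 Resorufin fluorescence (ex540/em590), read at 0 and 20 min after diaphorase/resazurin addition, reports the NADH left after a 5 min room-temperature reaction of 2 nM human LDH5 with 0.06 mM NADH and 0.2 mM pyruvate.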
# ALOX12 inh: blocks human arachidonate 12S-lipoxygenase. P18054. 580,000 tested, 1.1% active. purified 12hLO, xylenol orange hydroperoxide absorbance. Potency, µM (top dose mostly 108 µM), for the others: top-dose activity change, negative = inhibition, actives largely listed as inhibitors; also: potency is read from the fitted curve at half-maximal effect; % is scaled to controls: 0 for no effect and ±100 for the full control effect
#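 Purified human 12hLO (150 nM final) in 25 mM Hepes, 0.01% Triton X-100, pH 7.0 was preincubated 15 min at room temperature with compound. Then 40 uM arachidonic acid was added, 30 min. Hydroperoxide was read by Fe-XO absorbance ratio 573/405 nm.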
# POLB inh: blocks human DNA polymerase beta activity. P06746. Pol beta primer extension/strand displacement, fluorescence kinetic. Potency, µM (series often up to 114 µM), without a hit: top-dose activity change, negative = inhibition, most hits filed as inhibitors. 340,000 tested, 1.3% active; also: potency is read from the fitted curve at half-maximal effect; % is scaled to controls: 0 for no effect and ±100 for the full control effect
#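 Human Pol beta at 10 nM; strand-displacement substrate 50 nM final. Compound exposure 15 min at room temperature before start, reaction 10 min at room temperature.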
# Pol eta inh: DNA polymerase eta (human) inhibition; Q9Y253; recombinant Pol eta, fluorescent DNA replication assay; Potency, µM (series often up to 114 µM), for the others: top-dose activity change, negative = inhibition, actives largely listed as inhibitors; 390,000 tested, 1.2% active; AID 588591; also: potency is read from the fitted curve at half-maximal effect; % is scaled to controls: 0 for no effect and ±100 for the full control effect
#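 Fluorescent replication assay: 50 nM final substrate added after a 15 min room-temperature compound preincubation with 10 nM enzyme. Signal taken at 0 min and again at 10 min.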
# APE1 inh: blocks human APE1 abasic DNA cleavage; recombinant APE1, TAMRA/BHQ-2 abasic DNA cleavage fluorescence; Potency, µM (series often up to 65.8 µM), inactives show at the highest dose activity change, negative = inhibition, hits mostly inhibitors; 350,000 tested, 0.35% active; AID 2517;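 also: potency is read from the fitted curve at half-maximal effect; plate controls were vehicle for no effect and reference inhibitor for full effect; nearly all actives have a fitted effect of over 55% in size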
#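 Measures dequenching upon AP-site incision of a 5'-TAMRA/3'-BHQ-2 THF-containing duplex, 50 nM; human APE1 0.75 nM after 15 min room-temperature exposure to compound; kinetic three-point read at one-minute spacing.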
# ERG Ets-DNA blk: ERG Ets/DNA interaction inhibition. Potency, µM (doses to about 76.9 µM), for inactives: at the top dose FP activity, negative = inhibition, actives largely listed as inhibitors. P11308. AID 624246. fluorescence polarization, His-ERG Ets domain / labelled DNA. 370,000 tested, 0.028% active; active = well fitted inhibition curve with a large enough effect in the polarisation, with a control signal flat; inconclusive = small, poorly fitted or top-dose-only effect, or effect the other way, or a change in a side signal; inactive = no such curve, though single readings can be large or run the other way; the % refers to the polarisation;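 also: polarization taken with two DNA probes labelled with fluorescein and Texas red; potency is read from the fitted curve at half-maximal effect; % of control where 0% means no effect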
#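 His-tagged ERG Ets domain (1 uM in the protein solution; 300mM KCl, 50mM Tris-HCl, 1mM EDTA, 1mM DTT, pH 7.5) received compound, then a probe mix of 5 nM fluorescein-DNA and 100nM Texas-615-DNA. Fluorescence polarization was read for both dyes.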
# Apoferritin bind: candidate novel general anesthetic via apoferritin binding | 350,000 tested, 0.074% active | AID 485281 | apoferritin/1-aminoanthracene competitive binding, fluorescence | Potency, µM (doses to about 77.5 µM), for the others: top-dose activity change, negative = displacement, usual class: inhibitors; also: potency is read from the fitted curve at half-maximal effect; % is scaled to controls: 0 for no effect and ±100 for the full control effect; nearly all actives have a fitted effect of over 20% in size
#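 Apoferritin-based anesthetic binding model; compound displacement of fluorescent 1-AMA measured as endpoint fluorescence after 10 minutes at room temperature, scaled to free-ligand and complex controls.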
# POLK inh: DNA polymerase kappa (human) inhibition | Q9UBT6 | purified Pol kappa, fluorescent DNA synthesis assay, 10 min | Potency, µM (titrated, usually from 107 µM), for the others: at the top dose activity, negative = inhibition, most hits filed as inhibitors | 400,000 tested, 0.53% active; also: potency is read from the fitted curve at half-maximal effect; % is scaled to controls: 0 for no effect and ±100 for the full control effect
# Target sequence (Q9UBT6 whole entry, looked up): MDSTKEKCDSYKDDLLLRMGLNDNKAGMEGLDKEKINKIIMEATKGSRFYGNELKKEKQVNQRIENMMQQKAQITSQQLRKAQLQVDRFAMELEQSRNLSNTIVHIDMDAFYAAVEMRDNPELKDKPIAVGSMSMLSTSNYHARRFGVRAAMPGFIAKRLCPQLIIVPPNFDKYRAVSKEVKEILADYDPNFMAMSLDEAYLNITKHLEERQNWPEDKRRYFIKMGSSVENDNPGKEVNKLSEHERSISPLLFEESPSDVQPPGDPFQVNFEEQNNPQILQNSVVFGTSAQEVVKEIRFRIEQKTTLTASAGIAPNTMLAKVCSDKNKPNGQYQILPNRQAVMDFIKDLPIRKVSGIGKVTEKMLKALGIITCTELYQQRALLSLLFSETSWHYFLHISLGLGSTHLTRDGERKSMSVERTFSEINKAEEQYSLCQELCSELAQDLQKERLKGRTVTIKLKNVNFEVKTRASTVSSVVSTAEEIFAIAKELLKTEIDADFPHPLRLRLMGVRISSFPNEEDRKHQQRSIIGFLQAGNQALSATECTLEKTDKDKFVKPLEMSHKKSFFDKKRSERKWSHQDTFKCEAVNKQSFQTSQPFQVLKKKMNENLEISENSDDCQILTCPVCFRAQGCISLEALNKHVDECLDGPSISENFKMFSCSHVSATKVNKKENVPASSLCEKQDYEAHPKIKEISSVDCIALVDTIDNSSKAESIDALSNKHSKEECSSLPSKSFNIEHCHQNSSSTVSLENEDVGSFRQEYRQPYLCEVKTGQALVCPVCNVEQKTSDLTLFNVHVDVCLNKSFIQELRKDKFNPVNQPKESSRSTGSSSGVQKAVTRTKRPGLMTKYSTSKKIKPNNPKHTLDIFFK
#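 Enzyme at 10 nM met test compounds for 15 min at room temperature. Substrate addition (50 nM final) began the reaction, which was monitored by fluorescence at 0 and 10 min.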
# RGS4 inhibitor: inhibitors of human regulator of G protein signaling 4 | P49798 | Transcreener GDP fluorescence polarization, RGS4-accelerated GTP hydrolysis | Potency, µM (doses to about 114 µM), for the others: at the highest dose activity change, negative = inhibition, most hits filed as inhibitors | 390,000 tested, 0.039% active | AID 504845; also: potency is read from the fitted curve at half-maximal effect; % is scaled to controls: 0 for no effect and ±100 for the full control effect; nearly all actives have a fitted effect of over 75% in size; some results filed as inactive show a strong effect at the top dose
# Target sequence (P49798 whole entry, looked up): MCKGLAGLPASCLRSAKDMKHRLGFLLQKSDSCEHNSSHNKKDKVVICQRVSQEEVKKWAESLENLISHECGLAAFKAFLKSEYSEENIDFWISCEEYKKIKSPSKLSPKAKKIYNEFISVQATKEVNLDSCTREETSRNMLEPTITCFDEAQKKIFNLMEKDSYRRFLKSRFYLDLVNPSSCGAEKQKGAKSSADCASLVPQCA
#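 MLSMR compounds (23 nl, pin-transferred) preincubated 10 min at room temperature with a 500nM (2x) first reagent, then RGS4 at 900nM (2x) plus Transcreener GDP mix added; fluorescence polarization (620/688 nm) read before and after 90 min at 30 °C.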
# Active calls of the source: *; ? = inconclusive; . = no result given; & = joins results of further samples; [ ] = remark or other dose. Unless noted, calls follow the shape of the dose curve; as a rule, active = well fitted curve in the direction sought with a large enough effect; inconclusive = small, poorly fitted or top-dose-only effect, or another doubt; inactive = no such curve, though single readings can be large; an effect the other way counts as inactive or inconclusive. Some of the compounds tested; rates above refer to the full screens.
Compound,Pol eta inh,POLK inh,ERG Ets-DNA blk,ALOX12 inh,APE1 inh,POLB inh,RGS4 inhibitor,LDHA inh,Apoferritin bind
COc1ccc(NC(=O)C2CCCN(S(=O)(=O)c3ccc4c(c3)CCCC(=O)N4)C2)c(OC)c1 (stereo not given),-16.1%,-12.3%,1.4%,-16.8%,.,-19.8%,13.8%,-4.8,-7.3%
COc1ccc(-c2nc3n(c2Br)CCC3)cc1,-6.2%,-10.1%,-16.9%,?,11.8%,19.9%,-3.7%,-2.2,-15.5%
Cc1ccc(S(=O)(=O)NCc2ccc(C(=O)NCCCN3CCC(Cc4ccccc4)CC3)cc2)cc1,-6.8%,-9.3%,2.9%,?,2.3%,-0.5%,20.8%,-2.7,-16.4%
CC(C(=O)Nc1ccccc1F)N1CCN(S(=O)(=O)c2ccc(C(F)(F)F)cc2)CC1 (stereo not given),-15.5%,-15.2%,-3.5%,-14.7%,-16.2%,.,13.0%,-4.0,.
O=C(CN1CCc2[nH]c3ccccc3c2C1)N1CCCCC1,-9.0%,-14.2%,2.4%,0.0%,1.8%,-1.3%,5.1%,4.6,-1.7%
COC(=O)c1ccccc1Oc1ccc(NC(=O)CCCl)cc1,-9.2%,-4.3%,-10.1%,-5.9%,9.6%,5.9%,-54.0%,-8.2,-10.2%
[N-]=[N+]=CC(=O)CC(c1ccccc1)N1C(=O)c2ccccc2C1=O (stereo not given),-9.9%,-2.7%,-19.5%,0.0%,4.3%,-0.4%,-10.8%,1.0,-12.7%
COc1ccc(CCC(=O)NCc2cn3ccsc3n2)cc1,-3.0%,-3.0%,.,-21.4%,.,.,3.6%,-3.9,.
CCc1nn(CC(=O)N2CCC(C)CC2)c(=O)c2cc3occc3n12,-7.3%,-1.0%,-3.3%,-11.6%,.,25.3%,-6.3%,0.2,?
CCS(=O)(=O)N1CCC(N2CCN(c3ccccc3)CC2)CC1,-18.0%,-6.2%,13.6%,-3.4%,17.9%,9.4%,2.2%,-11.7,0.2%
O=C(O)c1ccc(C(=O)c2ccc3c(c2)C(=O)N(CC2CCCO2)C3=O)cc1 (stereo not given),-8.6%,-25.3%,-6.2%,-0.2%,-4.2%,-20.0%,6.9%,-5.4,-9.2%
Cc1sc2ncnc(Sc3ccccc3C(=O)Nc3ccc(C#N)cc3)c2c1C,-21.2%,-0.9%,-6.6%,-26.9%,-1.9%,4.5%,-14.9%,1.2,-7.4%
CC(C)(C)OC(=O)N1CCC(c2c(C(=O)NCCN3CCC(Cc4ccccc4)CC3)cnn2-c2cccc(Cl)c2)CC1,-19.0%,-4.3%,0.4%,?,.,-12.0%,-13.7%,1.1,0.0%
Cc1ccc(C(=O)Nc2ccccc2Cl)cc1,-13.3%,3.8%,6.1%,6.9%,16.3%,-7.1%,-44.7%,0.8,-11.9%
O=C(NC(=S)N1CCCCC1c1cccnc1)c1ccc(F)cc1 (stereo not given),-15.7%,-0.9%,0.4%,-4.7%,20.7%,0.5%,-18.3%,-11.7,-6.9%
COc1ccccc1CNS(=O)(=O)c1ccc(-n2cnnn2)c(C)c1,-21.7%,1.6%,10.8%,-0.3%,54.5%[activator],-13.0%,-2.3%,-1.0,0.9%
COc1ccccc1NS(=O)(=O)c1cc(NC(=O)Nc2ccccc2)ccc1N1CCCCC1,-20.6%,-23.2%,5.2%,-13.8%,-9.1%,13.1%,-33.3%,-4.6,-0.1%
O=C(Nc1ccccc1)[C@@H]1CC=C[C@@H]2CCN(Cc3ccc(Cl)c(Cl)c3)C(=O)[C@@H]21,-12.7%,-6.0%&-2.5%,-16.8%,2.8%,.,.,-11.2%,1.5,.
O=C(NCCO)c1cc2ccccc2cc1O,-7.4%,1.9%,4.3%,3.8%,?,-12.2%&-1.6%,-42.8%,29.5,64.0%&34.1%[activator]
O=[N+]([O-])c1c(Nc2ccccc2O)ccc2nonc12,-9.3%,-1.0%,-0.8%,-21.4%,5.8%,2.2%,-43.3%,-1.9,-21.4%
Cc1ccc(OCCC(=O)OCC(=O)NC(=O)c2ccccc2)cc1,-12.7%,7.1%,-5.3%,?,42.7%,.,-8.7%,0.5,.
O=C(C1CCCC1)N(c1ccccc1)C1C=CS(=O)(=O)C1 (stereo not given),-0.8%,-3.1%,.,10.9%,-0.2%,37.9%,-18.8%,2.4,-8.8%
Cc1cc2cc3c(cc2nc1SCC(=O)Nc1ccccc1)CCC3,3.3%,-5.6%,.,-14.8%,-1.7%,0.5%,7.4%,-3.3,-4.4%
Cc1ccc(S(=O)(=O)/N=C2/C=C(Sc3ncn[nH]3)C(=O)c3ccccc32)cc1,3.55µM*,-35.0%,12.7%,.,-10.6%,?,-147.7%,47.8,-20.7%
COc1ccc(Cl)c(OC)c1C(=O)NC(=O)Nc1nc(C)nc(C)n1,-16.0%,-13.1%,2.8%,-19.3%,37.5%,2.6%,9.3%,-4.8,-4.0%
Cc1ccc(OCC(=O)N/N=C/c2cccn2C)cc1C,-7.0%,-11.1%,16.1%,3.6%,1.8%,-1.7%,3.5%,1.0,?
COC(=O)c1cc(NC(=O)c2ccc3c(c2)N(Cc2cccc(Cl)c2)C(=O)c2ccccc2S3=O)cc(C(=O)OC)c1 (stereo not given),-14.4%,-8.0%[60.1 µM],-0.1%,3.0%,.,45.9%,-0.1%,-9.1,-2.6%
Cc1ccc(CNC(=O)CCCn2c(=O)c3ccccc3n(CC(=O)Nc3ccc(C)cc3)c2=O)cc1,-13.0%,-0.6%,-4.8%,-23.8%,.,0.4%,-14.3%,-11.6,6.1%
Cc1c(Cl)cccc1NC(=O)NCCCN1CCCC1=O,-11.1%,0.0%,9.5%,-0.8%,-9.0%,4.6%,3.1%,0.2,0.5%
CCOC(=O)COc1c(/C=N\O)cc(Cl)cc1OC,-20.1%,-14.8%,1.6%,-4.1%,-5.5%,-12.3%,13.5%,-10.6,-6.8%
CCN(C(=O)COC(=O)CN1C(=O)c2ccccc2C1=O)c1ccccc1,-15.2%,-3.4%,2.8%,3.0%,-11.7%,.,6.3%,-1.5,.
CN1c2ccccc2C(=O)NC1c1ccc([N+](=O)[O-])s1 (stereo not given),-8.3%,-1.9%,-0.6%,-5.7%,?,28.1%,-1.9%,-7.0,-4.3%
CC1CC2(CCCC2)N(C(=O)c2ccccc2)Cc2ccccc21 (stereo not given),-9.7%,-8.3%[60.1 µM],14.6%,-15.4%,12.7%,15.9%,-5.1%[11.4 µM],3.3,5.0%
O=C(c1ccc(F)cc1)N1CCC(c2nc3ccccc3s2)CC1,-12.6%,-13.1%,-4.3%,-29.6%,.,4.5%,20.8%,-4.6,-5.8%
Cc1nnc(SCC(=O)NNC(=O)C(C)C)[nH]c1=O,-12.8%,0.8%,-0.4%,23.3%,-2.3%,28.7%,-31.5%,-6.0,-0.9%
O=C(Nc1ccc(N2CCN(C(=O)c3ccccc3)CC2)c(Cl)c1)c1ccc(Br)o1,-7.2%,-4.5%,3.0%,-17.3%,6.0%,29.4%,-28.3%,-1.4,1.0%
COc1ccc(NC(=S)/N=C(\N)Nc2nc(C)c3ccccc3n2)cc1,-18.0%,1.8%,-10.8%,?,-0.8%,-4.2%,-8.7%,-8.4,-1.3%
COCCn1c(SCC(=O)NNC(=O)Cc2ccccc2)nc2ccccc2c1=O,1.1%,-7.1%,-0.6%,-1.2%,-1.0%,-16.3%,0.8%,-13.7,-9.8%
CCC(=O)Nc1ccc2c(c1)nc(CCN1CCCCC1)n2C,-15.9%,4.1%,-1.8%,?,9.4%,-10.2%,14.6%,0.1,-10.6%
CC(c1ccco1)N(C(=O)C12CC3(C)CC(C)(CC(C)(C3)C1)C2)c1ccccn1 (stereo not given),0.3%,-7.7%,0.1%,-14.1%,-11.9%,12.2%,-31.4%[56.9 µM],-3.9,-10.6%
CC(C)C1=NOC(C(=O)N2CCC(N3CCC(C(=O)N4CCOCC4)CC3)CC2)C1 (stereo not given),-11.9%,4.8%,-6.8%,-5.9%,2.8%,-27.9%,15.8%,0.8,-3.7%
O=C(Cc1ccccc1)NCCn1ccc2ccccc21,-5.9%,1.7%,2.5%,?,-3.0%,0.7%,-10.7%,2.3,-1.3%
Cc1ccc(/C=N/NC(=O)C(c2ccncc2)N2CCOCC2)cc1 (stereo not given),-1.3%,-4.2%,1.3%,7.2%,23.5%,32.2%,27.8%,-8.8,-4.9%
Cc1cccc(OCc2n[nH]c(=S)n2-c2ccccc2)c1,-12.8%,-6.4%[60.1 µM],2.8%,35.5µM*,-4.6%,-0.1%,-13.7%[11.4 µM],-6.2,-6.2%

# 2 records picked at random from the list so far, as already listed:
Compound,Pol eta inh,POLK inh,ERG Ets-DNA blk,ALOX12 inh,APE1 inh,POLB inh,RGS4 inhibitor,LDHA inh,Apoferritin bind
Cc1cccc(OCc2n[nH]c(=S)n2-c2ccccc2)c1,-12.8%,-6.4%[60.1 µM],2.8%,35.5µM*,-4.6%,-0.1%,-13.7%[11.4 µM],-6.2,-6.2%
Cc1ccc(/C=N/NC(=O)C(c2ccncc2)N2CCOCC2)cc1 (stereo not given),-1.3%,-4.2%,1.3%,7.2%,23.5%,32.2%,27.8%,-8.8,-4.9%
